Compound activity: PubChem, several laboratories
KCNQ2 block: KCNQ2 potassium channel inhibitors, primary screen, cell-based, CHO-K1, FluxOR thallium flux, B-score (AID 2156); Potassium voltage-gated channel subfamily KQT member 2 (Rattus norvegicus), O88943; 20 min; stronger effect = lower value; B-score at 10 µM; actives 1.1% (n = 310,000);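 active = fluorescence ratio B-score at most minus 3 library SDs, with starting brightness B-score within 2 library SDs, cut at about -5.5 in these data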
Kir21 inh: inhibitors of mouse Kir2.1 inward-rectifier potassium channel. B-score at 10 µM. HEK293-Kir2.1, FluxOR thallium flux fluorescence; stronger effect = lower value. AID 1672, 2009. actives 0.85% (n = 310,000). Inward rectifier potassium channel 2 (Mus musculus), P35561;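 active = fluorescence ratio B-score at or below minus 3 SD of library scores, with starting-brightness B-score within 2 SD, cut at about -4.2 in these data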;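 note: channel flux triggered by added potassium and thallium sulfate stimulus; B-score of peak minus minimum fluorescence over baseline after thallium stimulus; more negative B-score means stronger Kir2.1 block with less thallium influx; some compounds called inactive have numbers as strong as hits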
Target sequence (P35561 whole entry, looked up): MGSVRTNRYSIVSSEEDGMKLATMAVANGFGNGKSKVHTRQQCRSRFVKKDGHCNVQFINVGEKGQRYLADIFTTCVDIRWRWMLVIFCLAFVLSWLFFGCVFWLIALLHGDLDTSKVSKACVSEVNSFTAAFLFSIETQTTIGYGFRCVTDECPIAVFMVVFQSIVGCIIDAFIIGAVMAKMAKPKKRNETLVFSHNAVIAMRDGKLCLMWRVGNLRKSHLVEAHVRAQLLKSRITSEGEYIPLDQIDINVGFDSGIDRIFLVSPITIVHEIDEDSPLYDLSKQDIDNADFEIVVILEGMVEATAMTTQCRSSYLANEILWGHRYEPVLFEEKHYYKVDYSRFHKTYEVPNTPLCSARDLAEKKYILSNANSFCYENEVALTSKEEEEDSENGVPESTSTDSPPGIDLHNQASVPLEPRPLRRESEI
STK33 inh: inhibitors of purified STK33 kinase, primary screen, biochemical, ADP-Glo luminescence, homogeneous, cell-free; inhibition, % at 10 µM; actives 0.073% (n = 320,000); Serine/threonine-protein kinase 33 (Homo sapiens), Q9BYT3; MBP phosphorylation;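 active = inhibition at or above 25%, using the most active replicate where run in duplicate; inactive = inhibition below 25%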
Target sequence (Q9BYT3 whole entry, looked up): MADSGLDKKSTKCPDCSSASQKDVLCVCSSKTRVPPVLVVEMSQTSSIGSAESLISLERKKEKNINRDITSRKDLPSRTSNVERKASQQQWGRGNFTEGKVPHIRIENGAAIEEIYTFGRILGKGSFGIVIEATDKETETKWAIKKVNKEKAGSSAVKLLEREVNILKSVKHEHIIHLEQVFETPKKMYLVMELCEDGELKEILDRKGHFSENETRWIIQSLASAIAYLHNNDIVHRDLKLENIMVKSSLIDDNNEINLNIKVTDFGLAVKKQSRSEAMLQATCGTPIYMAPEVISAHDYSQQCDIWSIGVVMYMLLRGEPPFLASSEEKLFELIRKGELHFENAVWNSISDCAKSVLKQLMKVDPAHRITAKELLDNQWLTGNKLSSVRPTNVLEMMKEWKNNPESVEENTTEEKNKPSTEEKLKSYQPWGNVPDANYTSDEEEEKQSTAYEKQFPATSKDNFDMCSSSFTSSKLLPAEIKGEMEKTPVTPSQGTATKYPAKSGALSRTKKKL
* hit, by the source's call; i = inactive; x = no result given.

SMILES	KCNQ2 block	Kir21 inh	STK33 inh
COc1ccc(S(=O)(=O)N(C)C)cc1NC(=O)CCNC(=O)c1ccccc1OC	i	-2.7	0.5
CCN(c1cc(C)cc(C)c1)S(=O)(=O)c1nnc(NC(=O)C(C)(C)C)s1	i	-0.26	-0.8
COc1ccccc1Nc1nc(-c2ccc([N+](=O)[O-])cc2)nc2ccccc12	i	-0.2	-1.6
Cc1nn(-c2ccccc2)c2c1C(=O)NC(=O)C(C)(C)C2	i	-0.19	-2.0
NC(=S)c1cc2ccc(O)cc2oc1=O	i	0.22	x
OC1CCN(c2c3c(nc4cc(-c5cccc(F)c5)nn24)CCCC3)CC1	i	-0.9	0.9
CCOC(=O)N1CCN(c2cc(N3CCN(CC)CC3)c(F)cc2[N+](=O)[O-])CC1C (stereo not given)	i	-1.9	-1.2
CCn1c(=O)cc(SCC(=O)Nc2cccnc2)c2ccccc21	i	-0.65	-3.0
O=C(c1cc2ccccc2oc1=O)N(c1ccccc1)C1C=CS(=O)(=O)C1 (stereo not given)	i	1.1	-2.2
CCCCCCCC(O)CC(CC1CCCCC1)C(=O)NN (stereo not given)	i	0.01	-0.9
CC1S/C(=N/N=C/c2cccc([N+](=O)[O-])c2)NC1=O (stereo not given)	i	0.53	3.5
CCNS(=O)(=O)c1ccc(NC(=O)c2cncc(Br)c2)cc1	i	0.03	-0.2
COc1ccc(CCN=C(N)NS(=O)(=O)c2ccc(C)c(C)c2)cc1	i	-0.94	-0.5
C(=N\Nc1nc2ccccc2s1)/c1ccc2c(c1)OCO2	i	0.24	-1.5
CC(C)c1ccc(NC(=S)N2CCN(Cc3ccccc3)CC2)cc1	i	-0.14	-1.5
NC(=O)c1ccc(NC(=O)c2cccc(Oc3ccccc3)c2)cc1	i	0.27	0.3
c1ccc(CN2CCC(N3CCC(N4CCCCCC4)CC3)CC2)cc1	i	0.34	-2.1
Cc1ccc(-c2c(C)nn3c(N4CCOCC4)cc(C)nc23)cc1	i	0.36	1.4
O=S(=O)(c1cccc(Br)c1)N1CCN(c2ccnc3cc(Cl)ccc23)CC1	i	0.85	-2.0
COc1ccc(C(C(=O)NC(C)(C)C)N(Cc2ccc(C)cc2)C(=O)CCC(=O)Nc2cc(C)on2)cc1 (stereo not given)	i	-1.1	-0.2
O=C(CCCN1C(=O)c2cccc3cccc(c23)C1=O)Nc1nccs1	i	-2.3	-1.5
Cc1cccc(C2(c3cccc(C)c3)OC(=O)c3ccccc32)c1	i	0.1	-0.1
CC(=O)Nc1nc(CC(C)C)cc(-c2ccccc2)c1C#N	i	0.96	-0.8
Cc1ccc(C)c(OC(=O)c2ccncc2)c1	i	1.5	-0.8

Profiles, quoted from the list. Order of screens: KCNQ2 block, Kir21 inh, STK33 inh
C(=N\Nc1nc2ccccc2s1)/c1ccc2c(c1)OCO2 across the screens: i, 0.24, -1.5
CC(C)c1ccc(NC(=S)N2CCN(Cc3ccccc3)CC2)cc1 across the screens: i, -0.14, -1.5
COc1ccc(C(C(=O)NC(C)(C)C)N(Cc2ccc(C)cc2)C(=O)CCC(=O)Nc2cc(C)on2)cc1 (stereo not given) across the screens: i, -1.1, -0.2
O=S(=O)(c1cccc(Br)c1)N1CCN(c2ccnc3cc(Cl)ccc23)CC1 across the screens: i, 0.85, -2.0
c1ccc(CN2CCC(N3CCC(N4CCCCCC4)CC3)CC2)cc1 across the screens: i, 0.34, -2.1

(cont.)
SMILES	KCNQ2 block	Kir21 inh	STK33 inh
C=CCNC(=S)NNC(=O)c1ccc(OCC)cc1	i	-0.78	-0.4
CC(C)(Nc1ccccc1)C(=O)c1ccccc1	i	0.46	-2.2
CCN(CC)S(=O)(=O)c1csc(C(=O)NC2CCCCC2)c1	i	-0.63	-1.1
Cc1ccc(S(=O)(=O)N[C@@H](CO)C(=O)N[C@@H](Cc2ccc(O)cc2)C(=O)O)cc1	i	0.6	-1.1
COc1ccc(CSc2nncn2N)cc1[N+](=O)[O-]	i	-0.02	-0.3
CCOC(=O)c1cnc(-n2nc(C)cc2C)nc1Nc1ccc(N(C)C)cc1	i	0.19	0.3
CN1c2ccsc2C(=O)/C(=C\Nc2cccc(C(F)(F)F)c2)S1(=O)=O	i	-0.49	-0.7
O=S(=O)(c1ccc2nnn(OCc3ccccc3)c2c1)N1CCOCC1	i	-3.2	-1.7
COc1ccc(S(=O)(=O)Nc2ccc(F)cc2F)cc1C(=O)N1CCOCC1	i	-0.57	-0.7
Cc1cccc(NC(=O)CN(C)S(=O)(=O)c2ccc(Cl)cc2)n1	i	-0.01	-1.2
CCCOc1ccc(C2C(C#N)=C(N)Oc3nc[nH]c(=O)c32)cc1OC (stereo not given)	i	0.24	-0.6
CCOC(=O)c1ccc(NC(=O)NC2CCN(CC(=O)NCc3ccc4c(c3)OCO4)CC2)cc1	i	-0.3	-2.0

Quoted at random: four compounds from above.
SMILES	KCNQ2 block	Kir21 inh	STK33 inh
Cc1cccc(NC(=O)CN(C)S(=O)(=O)c2ccc(Cl)cc2)n1	i	-0.01	-1.2
CCOC(=O)c1ccc(NC(=O)NC2CCN(CC(=O)NCc3ccc4c(c3)OCO4)CC2)cc1	i	-0.3	-2.0
CCCOc1ccc(C2C(C#N)=C(N)Oc3nc[nH]c(=O)c32)cc1OC (stereo not given)	i	0.24	-0.6
CCOC(=O)c1cnc(-n2nc(C)cc2C)nc1Nc1ccc(N(C)C)cc1	i	0.19	0.3

Other compounds follow:
SMILES	KCNQ2 block	Kir21 inh	STK33 inh
CCOC(=O)c1c(NC(=O)CSc2nc3ccc(OC)cc3[nH]2)sc2c1CC(C)(C)NC2(C)C	i	-0.33	-1.1
O=C(NCc1ccco1)C1CCN(Cc2ccc(F)cc2)CC1	i	1.7	-0.9
NC(=O)C1CCN(c2ccnc3cc(Cl)ccc23)CC1	i	0.92	12
C[C@@H](NC(=O)c1coc(=O)c(Br)c1)c1ccccc1	i	-2.4	-1.6
CC(C)CNS(=O)(=O)c1cc(C(=O)O)c(Cl)cc1Cl	i	-0.83	-1.8
Cc1ccc(C(=O)NC(C)C2CCCO2)o1 (stereo not given)	i	-0.14	-0.4
Cc1ccc(NC(=O)C2CC(=O)n3c(nc4ccccc43)N2)cc1Cl (stereo not given)	i	0.73	-1.6
CCOC(=O)N1CCN(c2cccc(C)c2C)CC1	i	1.8	-0.3
Cc1cc(=O)c(C(=O)O)nn1-c1ccccc1[N+](=O)[O-]	i	-1.6	-1.1
COC(=O)c1ccc(C(=O)OC)c(NC(=O)CSCC(=O)O)c1	i	-0.5	-1.2
CCCCOc1[nH]c2nc(-c3ccco3)n(Cc3ccco3)c(=N)c2c1C#N	i	-3.3	-0.9
Cc1ccc(-c2cc(C(=O)NCCCN3CCOCC3)c3ccccc3n2)cc1C	i	-0.27	-1.1
CCN(CC)CCOC(=O)c1ccc(N/C=C(/C#N)c2nc(-c3cccc(OC)c3)cs2)cc1	i	0.61	0.6
CCOc1ccc2nc(N/C(N)=N/C(=S)Nc3cccc(C)c3)nc(C)c2c1	i	0.99	-1.6
Cc1c(CN(C)C(=O)c2ccc(Br)o2)cnn1C	i	-1.1	-1.0
COc1ccccc1N1CCN(C2CCCN(C(=O)CN3CCCC3=O)C2)CC1 (stereo not given)	i	1.5	-1.1
C(#CCN1CCOCC1)COCCCOC(c1ccccc1)c1ccccc1	i	-1.9	-1.1
O=C(CSCc1nc2ccccc2[nH]1)Nc1ccccc1	i	-0.45	0.0
COc1cccc(OCC(=O)Nc2c3c(nn2-c2ccc(F)cc2)CS(=O)(=O)C3)c1	i	-0.01	-0.1
O=C(NCCS(=O)(=O)NCc1ccc(F)cc1)c1ccc2c(c1)OCO2	i	0.31	-0.1
CC(C)C(=O)Nc1cccc(NC(=O)CCN2C(=O)c3ccccc3S2(=O)=O)c1	i	0.63	0.4
CCN(CC)c1ccc(NC(=S)NC(=O)C2CCC2)cc1	i	0.28	-1.2
CC1=CC(=O)N(c2cccc(C(F)(F)F)c2)C1c1ccc(Cl)cc1 (stereo not given)	i	-1.8	-0.1
NS(=O)(=O)c1ccc(NC(=O)COC(=O)C2CCCCC2)cc1	i	2	-1.2
Brc1ccc(Sc2cnc3ccccc3n2)cc1	i	-1.1	-0.9
Cc1ccccc1C(=O)c1cccn1CC(=O)NC1CCCC(C)C1C (stereo not given)	i	-0.48	5.9
CCOC(=O)Cc1csc(NC(=O)CSc2nnnn2-c2ccc(CC)cc2)n1	i	-0.33	1.6
CC(O)c1nc2ccccc2n1C1CCCCC1 (stereo not given)	i	-1.1	-2.6
CCc1cccc(C)c1NC(=O)Cn1nc(C)n2cccc2c1=O	i	-0.66	-0.7
COCCCNC(=O)c1c[nH]c2ccc(S(=O)(=O)N3CCc4ccccc43)cc2c1=O	i	-1.8	-0.1
CCn1nnnc1NCc1ccc(Cl)cc1	i	-1.4	-0.6
O=C(Nc1ccc2c(c1)OCO2)N1CCN(c2cccc(C(F)(F)F)c2)CC1	i	-0.02	0.1
CSc1nc2cc(C)nn2c(-c2ccccc2)c1C#N	i	0.56	8.5
C=CCN1C=C2C(=O)C(C)(OC(=O)CC)C(=O)C=C2C=C1CCCC (stereo not given)	i	-0.55	-0.3
O=C(NNC1OC(CO)C(O)C(O)C1O)c1cccc(Br)c1 (stereo not given)	i	-0.92	0.0
O=c1c2cc(-c3ccccc3)sc2nc2n1CCC2	i	0.49	0.7
COc1ccc(-c2nn(-c3ccccc3)cc2C(N)=O)cc1OC	i	-1.2	-0.9
Nc1cccc(Oc2c(F)c(F)c(Oc3cccc(N)c3)c(F)c2F)c1	i	1.6	-1.4
O=C(COc1ccccc1Cl)Nc1nnc(S(=O)(=O)N2CCCCCC2)s1	i	0.52	-0.5
CCCCN1C(=O)N(C)C2C1N(C)C(=O)N2CCCC (stereo not given)	i	-1.8	-0.3
CCC1=Nc2cc(C(=O)NCCCN3CCOCC3)ccc2Sc2ccc(Br)cc21	i	-0.03	-0.8
COc1ccc(C2/C=C\CN(C(=O)Oc3ccccc3)CC(=O)N2Cc2ccc(F)cc2)cc1 (stereo not given)	i	0.01	x
COc1ccc(CCNC(=O)C2CCN(S(=O)(=O)c3cccc4cccnc34)CC2)cc1OC	i	0.13	1.0
COc1cccc(-c2ccc(SCC(=O)NC3CCCCC3)nn2)c1	i	0.36	-1.6
CCc1cccc(CC)c1NC(=O)c1cccc(S(=O)(=O)N2CCN(C)CC2)c1	i	0.1	-1.7
CCOC(=O)c1c(-c2ccc(C)s2)csc1N	i	-0.53	-0.2
CCCCN(C(=O)/C=C/c1ccc(OCC(C)C)c(OCC)c1)c1c(N)n(CCC)c(=O)[nH]c1=O	i	0.36	-3.3
COCCCn1c(SCC(=O)Nc2oc(C)c3c(C)n[nH]c(=O)c23)nc2ccccc2c1=O	i	1.4	0.3
Cc1ccc(C)c(-c2csc(NC(=O)c3cnccn3)n2)c1	i	0.71	0.4
O=c1c2cc(Br)ccc2nc(-c2ccc([N+](=O)[O-])cc2)n1O	i	0.35	-1.4
COc1ccc(CCNC2CC(=O)N(CCc3ccccc3)C2=O)cc1OC (stereo not given)	i	0.05	-1.4
CCN1CCN(c2oc(COc3ccc(-c4ccccc4)cc3)nc2C#N)CC1	i	0.04	0.3
CCOC(=O)C(Cc1c[nH]c2ccccc12)NC(=O)c1ccco1 (stereo not given)	i	0.73	-0.6
COc1ccc(C(=O)N/N=C(\c2ccccc2)c2ccccn2)cc1	i	-1.7	-0.5
Cc1cc2nc(CN(C)Cc3c(C(=O)N(C)C)nc4ccc(Cl)cn34)[nH]c2cc1C	i	0.02	-1.1
COc1ccc(OC)c(S(=O)(=O)N2CCCC(C(=O)NCCc3ccccc3)C2)c1 (stereo not given)	i	-1.8	-0.3
COC(=O)C1=C(C)N(C)C(=O)NC1c1cc(Cl)c(O)c(OC)c1 (stereo not given)	i	-0.04	-2.0
O=C(NC1CC1)C1=C[C@@H](c2csc3ccccc23)C[C@@H](OCc2ccc(CO)cc2)O1	i	0.14	-0.4
CC(=O)Nc1ccc(O)cc1[N+](=O)[O-]	i	-1.8	0.5
OC(CNc1nc(C(F)(F)F)nc2ccccc12)c1ccccc1 (stereo not given)	i	1.6	4.8
Next entries follow.
SMILES	KCNQ2 block	Kir21 inh	STK33 inh
CC(=O)C1=C(C)N(c2ccccc2)C(=O)C1(NS(=O)(=O)c1ccc(N)cc1)C(F)(F)F (stereo not given)	i	-0.01	0.4
COc1cc(C(=O)NC(=S)Nc2nc(-c3ccc(F)cc3)cs2)cc(OC)c1OC	i	0.07	-0.6
CCOc1ccc(S(=O)(=O)N2CCC(c3ccccc3)CC2)cc1C(=O)O	i	0.79	-0.7
COCN(C#N)c1nc(OC)nc(OC)n1	i	0.52	-0.5
CC(C)N(c1ccccc1)c1ccc(NC(=S)NCCN(C)C)cc1	i	-2.5	-0.3
Cc1ccccc1-n1nc2c(c1NC(=O)C(C)C)CS(=O)(=O)C2	i	-0.73	-1.0
COc1cc(NC2c3ccccc3C(=O)N2Cc2ccccc2)cc(OC)c1OC (stereo not given)	i	-1.2	0.8
Cc1ccnc(NC(=O)Cn2c(=O)oc3cc(S(=O)(=O)N4CCCC4)ccc32)c1	i	0.69	-0.9
CCOC(=O)c1oc2c(O)c(O)ccc2c(=O)c1-c1nncn1-c1ccccc1	i	0	-0.2
COc1ccc([N+](=O)[O-])cc1N(CC(=O)N1CCCCC1)S(C)(=O)=O	i	-1.8	-1.1
CN(CCN1CCOCC1)Cc1nc(-c2cccs2)no1	i	-0.74	-0.4
CCCc1cc(=O)oc2cc(OCC(=O)Nc3ccc4c(c3)OCCO4)ccc12	i	0.8	1.8
